# Compound activity deposited in PubChem by several laboratories.
# pCIP destab: compounds decreasing mouse p/CIP protein stability. F442A p/CIP-EGFP cells, EGFP fluorescence, 16 h. actives 0.01% (n = 290,000). decrease of EGFP signal, % at 10 µM. Q05BA5;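 active means EGFP signal decrease of at least 30% at 10 µM or well 3 SD below plate mean, unless failing retest; inactive means the rest, including hits failing retest or dose response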; further: some compounds called inactive have numbers as strong as hits; many of its hits are not listed in these tables
# MEKK2 WT-MEK5: raises or lowers MEK5 binding to wildtype human MEKK2 PB1 domain; AID 1531; binding response (% of control), % at 10 µM; Q9Y2U5; actives 1.1% (n = 290,000); bead flow cytometry, Alexa488-MEK5 binding to MEKK2 WT; actives lie on both sides; in the data active means binding response below about 67% or above about 130%; inconclusive means no clear call, values can overlap the other calls; inactive means in between
# SUMO HTRF inh: inhibitors of human SUMOylation (UBC9). P63279. HTRF SUMOylation assay, SAE1/SAE2 + UBC9, in vitro. inhibition, % at 35 µM. actives 0.36% (n = 290,000); in the data active means inhibition above about 50%, passing the limit was not always enough; inconclusive means no clear call, values can overlap the other calls; further: strong numbers were not always called active
# MEKK3 PB1 HTS: modulators (inhibitors or enhancers) of MEK5 binding to human MEKK3 PB1 domain | Q99759 | actives 1.4% (n = 290,000) | bead-based flow cytometry, Alexa488-MEK5 binding to MEKK3; actives lie on both sides; 0 = blocked by unlabeled MEK5, 100 = vehicle | binding response (% of control), % at 10 µM;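 active means binding response more than 3 SD above or below the average of its plate-row segment, actives on both sides; inconclusive means wells at one plate position flagged as instrument error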;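 further: Alexa488 bead fluorescence after subtracting the streptavidin-only scavenger bead signal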
# IDE cell inh: inhibits human insulin-degrading enzyme in HEK cells; inhibition, % at 5.59 µM; AID 434962; actives 0.41% (n = 320,000); FAbetaB cleavage, fluorescence polarization; P14735;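 active means percent inhibition above the average of all tested compounds plus 3 SD, set per screening campaign, cut at about 16% in these data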;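 further: IDE supplied by intact live HEK cells; FP after avidin binding of uncleaved biotin substrate so inhibition keeps polarization high; 0% = DMSO wells and 100% = 60 µM reference IDE inhibitor Ii1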
# Target sequence (P14735 whole entry, looked up): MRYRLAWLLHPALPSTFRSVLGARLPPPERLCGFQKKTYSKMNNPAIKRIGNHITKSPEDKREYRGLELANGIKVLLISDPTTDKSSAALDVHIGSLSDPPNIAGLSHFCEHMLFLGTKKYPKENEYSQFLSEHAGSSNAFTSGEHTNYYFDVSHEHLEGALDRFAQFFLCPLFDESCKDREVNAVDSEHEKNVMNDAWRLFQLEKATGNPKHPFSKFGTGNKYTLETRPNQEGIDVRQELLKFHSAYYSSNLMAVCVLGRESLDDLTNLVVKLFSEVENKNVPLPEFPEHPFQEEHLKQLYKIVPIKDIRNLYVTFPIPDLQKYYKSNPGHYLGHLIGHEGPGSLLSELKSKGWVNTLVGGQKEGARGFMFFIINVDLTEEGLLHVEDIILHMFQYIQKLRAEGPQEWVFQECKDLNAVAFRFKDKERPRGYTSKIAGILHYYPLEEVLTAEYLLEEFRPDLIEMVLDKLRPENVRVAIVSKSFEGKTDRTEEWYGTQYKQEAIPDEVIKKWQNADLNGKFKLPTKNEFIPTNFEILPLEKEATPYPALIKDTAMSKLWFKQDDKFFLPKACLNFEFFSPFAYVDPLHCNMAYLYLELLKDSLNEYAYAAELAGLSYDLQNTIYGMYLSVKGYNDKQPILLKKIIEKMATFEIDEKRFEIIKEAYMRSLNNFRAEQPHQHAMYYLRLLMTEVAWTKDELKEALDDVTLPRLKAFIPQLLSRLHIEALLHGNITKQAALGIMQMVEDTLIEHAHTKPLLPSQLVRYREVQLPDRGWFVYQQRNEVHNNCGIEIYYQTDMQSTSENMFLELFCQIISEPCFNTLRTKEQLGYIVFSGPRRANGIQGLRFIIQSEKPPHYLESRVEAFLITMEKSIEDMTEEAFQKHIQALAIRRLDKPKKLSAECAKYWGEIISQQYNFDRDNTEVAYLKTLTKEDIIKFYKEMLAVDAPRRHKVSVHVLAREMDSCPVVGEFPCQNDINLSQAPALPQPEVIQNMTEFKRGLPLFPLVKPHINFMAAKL
# IDE cell activ: activators of human insulin-degrading enzyme in cells. actives 0.073% (n = 340,000). AID 493087. P14735. HEK cells, FAbeta-B cleavage, fluorescence polarization; 0% vehicle, 100% cell-free pure enzyme wells. activation, % at 5.96 µM;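 active means activation above the mean of all tested compounds plus 3 SD, set per screening campaign, cut at about 17% in these data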
# PfM18AAP inh: blocks P. falciparum M18 aspartyl aminopeptidase; recombinant PfM18AAP, H-Glu-NHMec fluorogenic cleavage; inhibition, % at 7.35 µM; actives 1.2% (n = 290,000);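 active means inhibition above the campaign mean inhibition over all tested compounds plus 3 SD, cut at about 28% in these data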;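 further: 0% = plate median of test compound wells and 100% = 2 mM ZnCl2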
# NALP1 yeast inh: NALP1 inhibition; S. cerevisiae NALP1/ASC/caspase-1 growth, X-gal OD620, 72 h; inhibition, % at 10 µM; actives 0.61% (n = 280,000); AID 2071; in the data active means inhibition mostly above about 24%, no sharp cut-off; inactive means mostly below about 32%; further: some compounds called inactive have numbers as strong as hits
# MEKK2mut PB1 HTS: signal of MEK5 binding to mutant human MEKK2 PB1 domain | percent response, % at 10 µM | actives 0.35% (n = 290,000) | bead flow cytometry, Alexa488-MEK5 binding to MEKK2 mutant; in the data active means percent response above about 24%, passing the limit was not always enough; further: inactives centre near 1; some results filed as inactive read as strong as hits; reference of the scale not given here
# Active calls of the source: *; ? = inconclusive; / = not tested or not shown; & = joins results of further samples. An excerpt; the hit share may differ from the screen's.
SMILES,pCIP destab,MEKK2 WT-MEK5,SUMO HTRF inh,MEKK3 PB1 HTS,IDE cell inh,IDE cell activ,PfM18AAP inh,NALP1 yeast inh,MEKK2mut PB1 HTS
COC(=O)c1ccc(C)c(NS(=O)(=O)c2ccc(C)c([N+](=O)[O-])c2)c1,-15.9,106.0,27.4,105.0,-0.1,3.5,2.6,20.1,4.0
COc1cc2c(cc1OC)C(C(=O)NCC1COc3ccccc3O1)C(c1cccnc1)N(C)C2=O (stereo not given),-18.9,100.0,11.3,100.0,2.4,/,-11.3,28.6,3.0
CN(C(=O)c1ccc(Br)o1)C1CCCCC1,-6.7,108.0,8.2,109.0,3.8,6.2,1.7,11.0,10.0
CCN(CC)S(=O)(=O)c1ccc(NC(=O)C2CCCN(C(=O)c3ccc(Cl)cc3)C2)cc1 (stereo not given),-14.3,97.0,-0.1,95.0,9.1,4.1,1.3,/,-3.0
CCOc1ccccc1NC(=O)NC1CC2CCCC(C1)N2Cc1nnnn1CCc1ccccc1 (stereo not given),-14.8,98.0,25.4,91.0,-2.5,2.0,3.0,-5.4,-1.0
Cc1ccc(N(C(=O)c2csnn2)C(C(=O)NC2CCCCC2)c2ccco2)cc1 (stereo not given),-7.9,93.0,-6.0,98.0,-0.5,4.0,8.1,-0.9,-6.0
COc1ccc(CNC(=O)CSc2cc(=O)n(C)c3ccccc23)cc1,2.8,99.0,17.5,101.0,-3.5,4.8,4.8,4.6,-1.0
O=C(C1CCN(S(=O)(=O)c2cccs2)CC1)N1CCCCCC1,2.0,85.0,-6.0,74.0,-0.1,-1.6,-5.7,12.9,-8.0
Cc1cc(Cl)cc2c1NC(=O)[C@]21[C@@H]2C(=O)N(Cc3ccccc3)C(=O)[C@@H]2[C@@H]2CCCN21,-6.8,99.0&75.0,0.2,102.0&102.0,0.0,4.2,5.3,10.9,2.0&-34.0
Cc1cc(CN2CCCC(C(=O)Nc3ccc(-c4nc5ccccc5[nH]4)cc3)C2)n[nH]1 (stereo not given),-9.3,127.0,17.4,109.0,-0.5,-5.6,-0.9,-6.8,21.0
N[C@@H](Cc1ccc(O)cc1)c1nnc([C@H](CO)NC(=O)C2CCNCC2)o1,-12.0,104.0,22.6,105.0,1.0,-5.8,2.2,-4.3,7.0
Cn1c(CCNC(=O)c2ccc(F)cc2)nc2ccccc21,-4.8,98.0,8.3,100.0,0.3,-0.7,-10.0,9.6,0.0
COCc1cc(C)nc(OCC(=O)N/N=C/c2ccccc2)c1C#N,-1.0,88.0,12.1,97.0,2.6,1.2,-4.0,6.3,-11.0
CCCC/S(C)=N/S(=O)(=O)c1ccc(C)cc1 (stereo not given),-13.0,102.0,11.9,100.0,3.0,0.3,-1.6,21.9,0.0
Cc1ccc2cc(CN(Cc3ccc(F)cc3)Cc3nnnn3C3CCCC3)c(=O)[nH]c2c1,9.2,89.0,-6.2,100.0,-6.3,5.5,1.2,2.4,-1.0
CC1=CCC(C(=O)O)C(C(=O)O)C1 (stereo not given),-2.6,94.0,11.6,94.0,1.9,-2.8,-12.9,5.1,-3.0
O=C(c1ccc(OC2CCN(C/C=C/c3ccc(F)cc3)CC2)cc1)N1CCCC1,11.7,105.0,7.7,97.0,-0.1,4.2,-10.9,24.2,-2.0
CCN(CC)CC(O)Cn1c(-c2cccc(Cl)c2)nc2cc(C)c(C)cc21 (stereo not given),6.1,102.0,1.4,102.0,4.0,5.0,4.1,-5.5,-1.0
Cn1nnnc1SCC(=O)Nc1c(Cl)cccc1Cl,-14.1,/,1.0,/,1.2,3.7,1.5,-3.2,/
CCCN(CCC)c1ccc(/C=N/NC(=O)CN2CCOCC2)cc1,3.9,100.0,14.0,101.0,2.6,4.6,10.0,2.1,-2.0
CN(C)c1nc(=S)nc(NCc2ccccc2)[nH]1,3.7,105.0,-5.8,102.0,-0.9,-10.1,5.8,9.0,5.0
CCOC(=O)Cn1cnc2c(nnn2-c2ccc(OC)cc2)c1=O,-2.5,96.0,22.1,89.0,-0.6,4.8,-3.3,18.7,3.0
Cc1cc(C)c(S(=O)(=O)c2ccccc2C)c(OCCN(C)C)n1,-13.3,107.0,10.6,104.0,0.4,1.9,-5.4,18.5,3.0
CC1=NN(C(=O)c2c(Br)cnn2C)C(O)(C(F)(F)F)C1 (stereo not given),-5.4,101.0,16.1,101.0,1.2,0.1,-4.1,24.1,7.0
CCOC(=O)CCc1c(C)nc(-n2[nH]c(C)c(CCO)c2=O)[nH]c1=O,-5.4,102.0,-19.2,115.0,-0.5,-1.2,9.0,0.9,-1.0
COc1cccc(C2c3[nH]c4ccccc4c3CCN2Cc2cnn(C)c2)c1 (stereo not given),5.2,109.0,2.5,106.0,-1.4,-3.9,4.3,/,10.0
CSc1nsc(SCC(=O)Nc2ccc(NC(C)=O)cc2)n1,5.4,101.0,-0.7,101.0,4.8,2.2,-10.9,9.5,-5.0
Cc1ccc(/C=C2/SC(=S)N(CC(=O)Nc3ncc(Cc4ccc(C)cc4)s3)C2=O)cc1,4.1,101.0,4.9,108.0,1.1,6.0,2.5,3.8,0.0
C=CCc1cccc(/C=N/NC(=O)C[n+]2ccccc2)c1O,-0.6,110.0,10.9,105.0,-3.0,3.8,29.0*,2.9,9.0
Cc1ccccc1COC[C@H](CC(C)C)N1CCN(C(=O)c2cccc(C(F)(F)F)c2)CCC1=O,-5.2,97.0,0.8,101.0,1.2,-2.0,-0.8,24.2,4.0
CCOc1ccc(CSCCNC(=S)Nc2ccc(OC)cc2)cc1,-14.8,105.0,13.8,106.0,5.0,-2.4,-10.6,8.4,-1.0
CCCc1c(C)nc2ccc(OC)cc2c1SCCC(=O)O,9.2,103.0,11.1,98.0,0.0,-4.0,1.9,23.5,0.0
Cc1ccc(C)c(N(C(=O)CS(=O)CC(=O)Nc2ccc3c(c2)OCO3)C(C)C(=O)NC2CCCC2)c1 (stereo not given),-8.8,101.0,9.4,96.0,12.2,4.1,-0.9,-1.1,3.0
COc1ccc(Oc2c(C)oc3cc(OC(=O)N4CCOCC4)ccc3c2=O)cc1,-6.8,102.0,-11.2,99.0,0.3,0.3,-8.9,13.9,8.0
C/C(=N\O)C1(C)N(O)C(C)(C)C(c2ccc(Br)cc2)=[N+]1[O-] (stereo not given),8.5,96.0,8.9,100.0,0.8,1.6,-0.2,6.1,-1.0
COC(=O)C1=C(O)/C(=C\c2ccc(OCC(=O)Nc3ccccc3OC)cc2)N=C1C,5.0,103.0,3.0,102.0,1.0,2.5,6.5,17.8,1.0
CSc1ccccc1NC(=S)NC1CCCCC1,-6.6,101.0,1.7,102.0,-0.7,1.2,7.8,2.8,-2.0
Nc1nc(N2CCN(C(=O)c3ccco3)CC2)nc2ccccc12,-5.5,111.0,24.5,109.0,-1.8,4.5,-0.1,4.0,5.0
Cc1cc(NC(=O)C2CCCC2)n(-c2nc3ccccc3[nH]2)n1,4.2,93.0,-5.7,96.0,0.6,7.4,-4.6,6.2,-1.0
CC(Oc1ccc2c(c1)oc(=O)c1ccccc12)C(=O)NCCCN1CCOCC1 (stereo not given),-13.9,106.0,/,105.0,3.7,-8.4,-5.6,16.3,7.0
COC(=O)Cn1c(=O)c(C)nc2ccccc21,-3.5,97.0,5.8,98.0,5.8,-0.6,-6.8,-3.1,-3.0
CN(CC(=O)Nc1cccc(F)c1)C(=O)c1cccc(S(=O)(=O)N2CCN(c3ccccc3)CC2)c1,8.1,102.0,-8.6,98.0,-2.3,2.5,-3.2,14.0,1.0
Cc1cc(OC(C)C(=O)Nc2ccc(S(=O)(=O)Nc3onc(C)c3C)cc2)cc(C)c1Cl (stereo not given),-11.3,98.0,22.7,102.0,-1.3,6.6,-7.5,15.4,-2.0
COc1ccc(NC(=O)CN2C(=O)COc3ccc(C)cc32)c(OC)c1,-5.2,111.0,2.4,110.0,4.5,5.5,-0.8,0.2,6.0
CCCN1CCC(=NNc2ccc(C(=O)O)cc2)CC1,1.6,109.0,-1.3,106.0,3.4,6.0,13.4,-16.1,8.0
COc1ccc(C(=O)C(C)[n+]2ccc(C)c3ccccc32)cc1[N+](=O)[O-] (stereo not given),-38.3,119.0,5.0,95.0,9.3,-0.1,-2.4,5.8,12.0
CCN(CC)c1ccc(/C=N/N2CCN(Cc3ccc(C)cc3)CC2)c(O)c1,-7.8,?,-15.8,?,2.5,5.1,-2.4,15.2,-19.0
O=C1Cc2ccccc2C(c2ccc(Br)cc2)N1 (stereo not given),-18.2,106.0,-1.8,104.0,1.4,5.2,-0.1,-10.5,5.0

# Exported with the structure last: 3 of the compounds above
pCIP destab,MEKK2 WT-MEK5,SUMO HTRF inh,MEKK3 PB1 HTS,IDE cell inh,IDE cell activ,PfM18AAP inh,NALP1 yeast inh,MEKK2mut PB1 HTS,structure
-6.6,101.0,1.7,102.0,-0.7,1.2,7.8,2.8,-2.0,CSc1ccccc1NC(=S)NC1CCCCC1
-5.5,111.0,24.5,109.0,-1.8,4.5,-0.1,4.0,5.0,Nc1nc(N2CCN(C(=O)c3ccco3)CC2)nc2ccccc12
4.2,93.0,-5.7,96.0,0.6,7.4,-4.6,6.2,-1.0,Cc1cc(NC(=O)C2CCCC2)n(-c2nc3ccccc3[nH]2)n1

# Next section:
SMILES,pCIP destab,MEKK2 WT-MEK5,SUMO HTRF inh,MEKK3 PB1 HTS,IDE cell inh,IDE cell activ,PfM18AAP inh,NALP1 yeast inh,MEKK2mut PB1 HTS
COc1ccc(OC)c2sc(NC(=O)c3ccc(Cl)s3)nc12,-6.1,106.0,1.1,108.0,-0.4,-5.2,-5.2,-23.9,9.0
COc1ccc(S(=O)(=O)CC(O)CN2CCCC2=O)cc1 (stereo not given),7.6,95.0,-13.7,98.0,-5.3,0.5,-5.0,-9.0,-1.0
Cc1ccc(C(=O)COC(=O)c2cc(=O)[nH]c3ccccc23)cc1C,-11.2,101.0,11.3,104.0,4.4,3.9,-0.5,5.9,2.0
Cc1cccc(-n2cnc3c(sc4nc(N5CCOCC5)c5c(c43)CCCC5)c2=O)c1,-8.9,105.0,1.3,109.0,1.3,5.4,2.3,1.3,30.0
COC(=O)c1noc(C)c1-c1ccnn1C(=O)c1ccc(Cl)cc1,-12.7,93.0,15.7,91.0,-1.5,2.2,-17.3,20.2,-18.0
CCN(C(=O)COC(=O)CNC(=O)c1ccc2ccccc2c1)C1CCS(=O)(=O)C1 (stereo not given),-8.4,97.0,-0.7,94.0,-0.6,0.3,-6.5,-18.1,-8.0
O=C(OCC(=O)N1CCCC1=O)c1cccc(S(=O)(=O)N2CCOCC2)c1,-20.0,101.0,4.2,100.0,-1.3,0.6,-2.5,10.9,2.0
N#Cc1c(NC(=O)CCN2C(=O)c3ccccc3C2=O)oc(-c2ccccc2)c1-c1ccccc1,-6.3,84.0,4.0,91.0,5.6,-4.1,-2.6,29.2,-6.0
O=C(O)Cn1cc(C(=O)C2CC2)c2ccccc21,-3.4,99.0,5.4,99.0,-3.2,6.9,4.5,12.5,2.0
COc1ccc(CCNC(=O)c2c(N)no[n+]2[O-])cc1OC,-23.5,105.0,18.3,93.0,2.5,5.0,3.1,11.0,-2.0
CCCCC/C(=N\NC(=O)CCC(=O)NCc1ccccc1)c1ccccc1,-11.1,101.0,-5.0,103.0,1.9,0.7,-3.8,25.9,2.0
Cc1nnc(NC(=O)CCNC(=O)c2ccccc2Cl)s1,-5.5,97.0,-0.5,99.0,6.8,1.2,0.5,-2.0,-2.0
